Screens from PubChem.
INS promoter inh: TRM-6 insulin promoter activity inhibition | inhibition, % at 2 µM | TRM-6 cells (human fetal islet line), insulin promoter-eGFP reporter, imaging; reporter expression induced with tamoxifen | 0.9% of 130,000 active | AID 1273;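 active = inhibition above the mean plus 3 SD, with well images judged a real hit on visual review, cut at about 60% in these data, passing the limit was not always enough; inconclusive = inhibition over the cutoff but images rejected on review; inactive = inhibition not above the cutoff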
sdo1 growth: compounds rescuing growth of sdo1-depleted yeast, bone marrow failure model; z-score at 10 µM; S. cerevisiae sdo1-depleted JHY4D growth rescue, OD600 30 h; stronger effect = higher value; pdr5 snq2 efflux-pump mutant strain; 0.21% of 140,000 active; AID 817;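 active = z-score above 3 at both the 24 hr and the 30 hr optical density reads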;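 note: z-score against mean and SD of all compound wells on the same plate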
sdo1 growth Rescue 24 h: recorded beside sdo1 growth, whose call it bears; z-score; S. cerevisiae sdo1-depleted JHY4D growth rescue, OD600; measured here: growth rescue at 24 h;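 0 is the plate mean of compound wells and units are plate SD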
An asterisk follows results filed as active; ? = inconclusive; / = not tested or not shown; & = joins results of further samples.

Results follow in this order: INS promoter inh | sdo1 growth | sdo1 growth Rescue 24 h
- CN(C)S(=O)(=O)c1cccc(NC(=S)Nc2ccc(Cl)cc2Cl)c1
 : -11.9 | -0.72 | -0.94
- COc1ccccc1/C=C/C(=O)NC(=S)Nc1ccc(S(=O)(=O)N(C)c2ccccc2)cc1
 : 53.6 | 2.02 | 3.51
- Cc1ccc(CNC(=O)C23CN(Cc4ccccc4)CC2C(c2cccc([N+](=O)[O-])c2)=NO3)cc1 (configuration not stated)
 : 15.9 | 0.45 | 0.65
- Cc1ccc(C(=O)C2=C(O)C(=O)N(CCN3CCOCC3)C2c2ccccn2)o1 (configuration not stated)
 : 11.8 | -0.02 | -0.03
- C=CCNC(=O)c1onc(CSc2ccc(C(C)C)cc2)c1C(=O)O
 : 0.0 | 1.37 | 0.86
- CSc1nsc(SCc2ccc(F)cc2)n1
 : -8.1 | -0.63 | -0.62
- O=C(N/N=C/C=C/c1ccccc1)C1CC1c1ccccc1 (configuration not stated)
 : -38.7 | -1.25 | -1.02
- CCCCOc1cccc(C(=O)NC(=S)Nc2cccc(NC(=O)c3ccccc3Cl)c2)c1
 : -22.6 | -1.21 | -0.11
- Cc1cc(O)c(C(C)C)cc1NC1=NS(=O)(=O)c2ccccc21
 : / | 2.51 | 1.45
- CC1CN(S(=O)(=O)c2ccc(C(=O)Nc3nnc(-c4ccc5c(c4)CCCC5)o3)cc2)CC(C)O1 (configuration not stated)
 : / | -0.11 | -0.48
- CCNC(=O)CCC(=O)Nc1cc(Cl)ccc1C
 : 26.7 | 0.28 | 0.33
- CC(C)(CNC(=O)c1cccs1)CNC(=O)c1cccs1
 : / | -0.54 | -0.56
- CC(C)C(=O)N(Cc1cc2ccccc2[nH]c1=O)C(C)C
 : / | -0.32 | -0.74
- Cc1c(NC(N)=O)c(=O)n(-c2ccccc2)n1C
 : -247.6 | / | /
- COCCC(=O)NNS(=O)(=O)c1ccc(Cl)cc1
 : -30.8 | -0.39 | -0.94
- CCCCNS(=O)(=O)c1ccc2nc(SCC(=O)Nc3ccccc3Cl)[nH]c2c1
 : / | 2.24 | 3.11
- NC(=O)c1sc2cc(C(F)(F)F)cnc2c1-c1cccs1
 : 29.0 | -0.6 | -0.04
- NC1=NS(=O)(=O)NC1c1cccc(Cl)c1 (configuration not stated)
 : 12.2 | 0.43&-1.11 | -0.52&-1.3
- Cc1ccc2c(c1)nnn2C1CCN(C(=O)C2CCCCC2)CC1
 : -124.2 | -1.08 | -1.18
- O=C(CCCN1C(=O)c2ccccc2C1=O)Nc1c(C(=O)C2CC2)oc2ccccc12
 : / | -1.98 | -1.16
- O=C(CCCn1c(=O)c2sccc2n(CC(=O)NCc2ccco2)c1=O)NCc1ccco1
 : 68.8 | -0.05 | -0.31
- N#Cc1cc2c(nc1SCc1nc3ccccc3[nH]1)CCC2
 : / | -1.86 | -1.47
- O=c1cc(CN2CCC3(CC2)OCCO3)c2c(ccc3ccccc32)o1
 : / | -1.4 | -2.06
- COc1cc(/C=N/NC(=O)COc2c(C)cc([N+](=O)[O-])cc2C)ccc1OC(=O)c1ccccc1Br
 : / | 0.33 | 2.04
- O=C1C2CCCCN2C(=O)N1CCN1CCN(c2ccc([N+](=O)[O-])cc2)CC1 (configuration not stated)
 : / | 0.57 | 0.17
- COc1ccc(C2C3=C(Nc4ncnn42)c2ccccc2CC3)cc1OC (configuration not stated)
 : / | 1.19 | 1.18
- O=C(CN1CCc2ccccc2C1)c1cccs1
 : 38.7 | 5.57* | 4.63*
- CC(C)NC(=O)CN(C(=O)CCC(=O)Nc1ccccn1)c1ccc(F)c(Cl)c1
 : / | 0.15 | 0.08
- O=C(Nc1nc(-c2ccccn2)cs1)c1ccc(Br)s1
 : 14.3 | -2.21 | -0.79
- COc1ccc(-c2c(C)nn(Cc3ccccc3)c2N)cc1
 : 8.8 | 1.67 | 3.46
- Cc1ccc(C(=O)OC(C)CN2CCOCC2)cc1 (configuration not stated)
 : ? | / | /
- COc1ccccc1CNc1ccc2nnc(CCNC(=O)c3ccc(C)cc3)n2n1
 : -22.2 | / | /
- CCC(=O)Nc1c(C)c(CC)nc2ccccc12
 : -25.8 | -0.51 | -1.06
- COc1cc(C=O)ccc1OCCCOc1ccccc1C(=O)O
 : -11.4 | 1.4 | 1.43
- C=CCn1c(COc2ccc(F)cc2)nnc1SCC(=O)Nc1cccc(S(N)(=O)=O)c1
 : -11.1 | / | /
- Cc1ccc(N(CC(O)CON=C2c3ccccc3-c3ccccc32)S(C)(=O)=O)cc1 (configuration not stated)
 : -40.6 | -1.38 | 0.59
- CCOC(=O)C1=C(C)N(CCCCCC(=O)O)C(=O)NC1c1ccccc1Cl (configuration not stated)
 : 15.0 | 0.58 | 0.68
- CCCCC(=O)C1CCN(Cc2ccccc2)CC1
 : 9.1 | -0.44 | -0.7
- O=C1C2C(C(=O)N1/N=C/c1ccc(N3CCCCC3)o1)C1C=CC2C12CC2 (configuration not stated)
 : -182.3 | 0.04 | -0.52
- CCC(C)NS(=O)(=O)c1ccc(NC(C)=O)cc1 (configuration not stated)
 : 60.0 | 0.82 | 0.39
- Cc1ccc(NC(=O)CSc2nnc(C3CCCCC3)n2N)cc1F
 : 15.2 | 0.11 | -0.54
- CCOc1ccc2nc(NC(=O)Cc3cccs3)sc2c1
 : -5.5 | -1.13 | -0.4
- CCNc1nc(NC(C)C)nc(N(C#N)Cc2ccccc2)n1
 : 27.3 | 0.29 | 0.39
- Cc1ccc(C)c(S(=O)(=O)N2CCN(CC(=O)Nc3ccc4c(c3)OCCO4)CC2)c1
 : -4.2 | -0.37 | -0.32
- COc1ccc(N(C(=O)c2ccco2)S(=O)(=O)c2cc(Cl)c(Cl)cc2Cl)cc1
 : -50.0 | -1.92 | -0.44
- Cc1ccc2c(C(=O)CSc3ccccc3)c(C)[nH]c2c1
 : 35.5 | 0.03 | 0.41
- Cc1nc2ccccc2c(=O)n1NC(=O)c1ccccc1[N+](=O)[O-]
 : ? | / | /
- O=C(Nc1cccc(S(=O)(=O)N2CCOCC2)c1)c1cn(-c2ccccc2)nc1-c1ccccc1
 : -14.3 | -0.33 | -0.29
- COc1ccc(CN2CC(C(=O)NCCCN3CCOCC3)CC2=O)cc1 (configuration not stated)
 : -46.7 | 0.03 | -0.34
- COc1ccc(C(=O)NC(C)(C)C)cc1S(=O)(=O)N1CCCC1
 : 15.9 | 0.54 | 0.55
- c1ccc2c(c1)CCN(C1=Nc3cccc4cccc1c34)C2
 : -55.6 | / | /
- COc1cccc(C2CC(c3cccc(C)c3)n3ncnc3N2)c1 (configuration not stated)
 : -142.9 | -0.48 | -0.95
- O=C(Nc1ccccc1)OCCNC(=O)c1cccc(Cl)c1
 : -314.3 | -0.52 | -1.01
- CCOc1cc(/C=N/NC(=O)CN2CCCCC2)ccc1OCc1cccc(Cl)c1
 : 26.3 | 0.12 | 0.08
- COc1ccc(/C=C2/SC(=O)N(CCC(=O)Nc3ccc(C)cc3)C2=O)cc1OC
 : / | -1.58 | -0.86
- CCNC(=O)CSc1nnc(-c2ccccc2)n1-c1ccc(OCC)cc1
 : -20.0 | -0.82 | -0.86
- Cc1cc(NC(=O)COC(=O)[C@@H](NS(=O)(=O)c2ccccc2)C(C)C)no1
 : 28.6 | / | /
- CC1CCN(C(=O)c2cc3nc(-c4ccccc4)cc(-c4ccccc4)n3n2)CC1
 : 46.7 | -1.7 | -1.21
- O=C(CNC(=O)c1ccccc1F)NC1CC1
 : 53.5 | 0.49 | -0.23
- O=C(Nc1nc2ccccc2n1CCN1CCOCC1)c1ccc(COc2ccccc2Br)o1
 : -76.2 | / | /

3 compounds out of the list above, ordered by the number in sdo1 growth, falling.
Results follow in this order: INS promoter inh | sdo1 growth | sdo1 growth Rescue 24 h
- O=C(CNC(=O)c1ccccc1F)NC1CC1
 : 53.5 | 0.49 | -0.23
- CCOc1cc(/C=N/NC(=O)CN2CCCCC2)ccc1OCc1cccc(Cl)c1
 : 26.3 | 0.12 | 0.08
- COc1ccc(/C=C2/SC(=O)N(CCC(=O)Nc3ccc(C)cc3)C2=O)cc1OC
 : / | -1.58 | -0.86

Given field by field: entries from further up.
Cc1cc(NC(=O)COC(=O)[C@@H](NS(=O)(=O)c2ccccc2)C(C)C)no1
- INS promoter inh: 28.6
- sdo1 growth: /
- sdo1 growth Rescue 24 h: /

O=C(Nc1cccc(S(=O)(=O)N2CCOCC2)c1)c1cn(-c2ccccc2)nc1-c1ccccc1
- INS promoter inh: -14.3
- sdo1 growth: -0.33
- sdo1 growth Rescue 24 h: -0.29

COc1ccc(/C=C2/SC(=O)N(CCC(=O)Nc3ccc(C)cc3)C2=O)cc1OC
- INS promoter inh: /
- sdo1 growth: -1.58
- sdo1 growth Rescue 24 h: -0.86

CCNC(=O)CSc1nnc(-c2ccccc2)n1-c1ccc(OCC)cc1
- INS promoter inh: -20.0
- sdo1 growth: -0.82
- sdo1 growth Rescue 24 h: -0.86

(further entries)
Results follow in this order: INS promoter inh | sdo1 growth | sdo1 growth Rescue 24 h
- CC(C)N1C/C(=C/c2cccnc2)C(=O)/C(=C/c2cccnc2)C1
 : -58.3 | -1.67 | -0.56
- c1ccc(Cn2nc(-c3ccccc3)nc2-c2ccccc2)cc1
 : 16.9 | -0.92 | -1.37
- Nc1nc(SCc2ccccc2Cl)ns1
 : -176.9 | -0.72 | -1.18
- Fc1ccc(Br)cc1/C=N/n1cnnc1
 : / | -0.5 | -0.41
- CCn1c(N)c(C(=O)NCc2ccc3c(c2)OCO3)sc1=S
 : -28.6 | 2.23 | 3.44
- C=CCn1c(SCC(=O)Nc2nc3ccccc3s2)nnc1-c1ccccc1O
 : 40.5 | -1.58 | -0.36
- O=C(NCCCn1ccnc1)C(=O)Nc1ccccc1
 : -126.7 | / | /
- O=S(=O)(NCC(c1ccco1)N1CCN(c2ccccc2F)CC1)c1ccc2c(c1)OCCO2 (configuration not stated)
 : / | -0.79 | -1.04
- COc1ccccc1-c1nc2ccccc2c(=O)n1NC(=O)c1cccs1
 : 13.3 | 0.73 | 0.78
- CCOc1ccc(NC(=O)Nc2ccc(N(C)C(C)=O)cc2)cc1
 : 47.6 | 0.29 | -0.04
- CCc1ccc(OCC(=O)NC(=S)Nc2ccc(C)cc2C)c(Br)c1
 : / | -0.58 | -0.25
- CCCCNS(=O)(=O)c1ccc(OCC(=O)OC)cc1
 : -8.3 | 2.5 | 0.62
- CC(C)(C)c1ccc(/C=C/C(=O)N2CCOCC2)cc1
 : -76.7 | 0.66 | 0.39
- COc1ccc(OC)c(Nc2nc(N)nc(CSc3nnc(-c4ccncc4)o3)n2)c1
 : 17.9 | -0.37 | -1.1
- c1ccc(CCn2nnnc2C(c2cccnc2)N2CCN(c3nc4ccccc4s3)CC2)cc1 (configuration not stated)
 : / | -1.69 | -0.54

Later entries
| SMILES | INS promoter inh | sdo1 growth | sdo1 growth Rescue 24 h |
| --- | --- | --- | --- |
| c1ccc(-c2ccccc2OCCCN2CCCC2)cc1 | -66.7 | 0.39 | 1.49 |
| O=C(CS(=O)(=O)Cc1ccccc1)Nc1ccc(S(=O)(=O)N2CCOCC2)cc1 | 39.4 | 0.22 | -0.79 |
| O=C(N/N=C/c1cccs1)c1cc(-c2ccc3ccccc3c2)n[nH]1 | -15.4 | -1.05 | 1.15 |
| Cc1nc2sc(C(c3ccco3)N3CC(C)OC(C)C3)c(O)n2n1 (configuration not stated) | / | 0.59 | 0.53 |
| CC(C)NC(=O)CN(c1cccc(Br)c1)S(C)(=O)=O | 13.9 | -0.45 | -0.6 |
| O=C(Nc1ccc2c(c1)OCO2)c1ccc(S(=O)(=O)NCC2CCCO2)cc1 (configuration not stated) | 37.9 | -0.29 | -0.81 |
| Cc1ccc(C)n1-c1ccc(-c2nnco2)cc1 | 25.8 | 0.65 | 1.07 |
| CCOc1ccc(-n2cnnn2)cc1S(=O)(=O)NC1CC1 | -58.6 | -0.85 | -1.12 |
| O=[N+]([O-])c1ccc(NC(=S)N2CCc3ccccc3C2)cc1 | 3.2 | -1.84 | -0.6 |
| O=C(CC1(O)C(=O)N(CN2CCOCC2)c2ccccc21)c1ccccc1 (configuration not stated) | 57.1 | -0.47 | -0.8 |
| Cc1cc(C)c2c3c(sc2n1)C1(CCSCC1)C(C#N)=C(N)O3 | 16.7 | -1.22 | -2.01 |
| COc1ccc(NC(=S)NCCc2ccccc2)c(OC)c1 | 0.0 | 0.39 | 0.7 |
| COCCCn1c(Cc2csc(Nc3cccc(Cl)c3)n2)nnc1SCC(=O)OC1CCCCC1 | -48.6 | -0.12 | 0.37 |
| CCOC(=O)c1[nH]c2ccc(OC)cc2c1NC(C)=O | -15.2 | 0 | -0.57 |
| COC(=O)C(C)NC(=O)C(C)NC(=O)OCc1ccccc1 (configuration not stated) | 28.6 | 0.94 | 0.4 |
| Fc1ccc(-c2oncc2-c2nnnn2-c2ccccc2)cc1F | -13.2 | -0.96 | -1.02 |
| Cc1occc1-c1nnc(SCC(=O)c2ccc(Cl)cc2)n1CC1CCCO1 (configuration not stated) | -23.3 | -0.42 | -0.82 |
| CCCCn1nc2cc(C(=O)N[C@H](C)C3CCCCC3)ccc2c1OCC | 6.8 | -1.19 | -0.78 |
| O=C1CSC(c2ccc([N+](=O)[O-])cc2)N1CCN1CCCCC1 (configuration not stated) | 31.2 | / | / |
| O=C(COC(=O)c1cc2ccccc2cc1O)Nc1cccnc1Cl | -3.9 | 0.87 | 1.06 |
| COC(=O)c1ccc(C)c(NC(=O)C2COc3ccccc3O2)c1 (configuration not stated) | 11.8 | 0.13 | -0.18 |
| O=C(CSc1nn(-c2ccccc2)c(=S)s1)NC(=O)NCc1ccco1 | -50.0 | -0.84 | -0.14 |
| CNC(=O)CSc1nnc(-c2ccco2)n1-c1ccccc1OC | 15.4 | / | / |
| c1ccc2c(c1)OCC(c1nn3c(Cn4nnc5ccccc54)nnc3s1)O2 (configuration not stated) | -290.0 | -0.49 | -0.48 |
| Cc1ccc2c(ccc[n+]2CC(=O)c2ccccc2)c1 | / | 0.74 | 0.38 |

This is a subset; the hit share may differ from the screen's.
